Source: PubChem BioAssay
NF-kB expr up = compounds increasing NF-kB expression in human neuronal cells; NF-kB reporter expression; active compounds read high; hit rate 1.6% among 190,000; fold change at 12.5 µM; AID 1239; in the data active means fold change above about 3.3
HMGR II inh = E. faecalis class II HMG-CoA reductase inhibition. purified E. faecalis HMGR, NADPH absorbance 340 nm kinetic. inhibition, % at 10 µM. hit rate 0.41% among 190,000;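 active means inhibition above a set limit, the median over all tested compounds plus 3 SD, cut at about 9.5% in these data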;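 further: enzyme runs in reverse so mevalonate oxidation gives rising NADPH absorbance; 0% = complete reaction with DMSO and 100% = background rate lacking mevalonate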
APP 5'UTR act = activates APP 5'UTR luciferase reporter. SH-SY5Y APP 5'UTR luciferase reporter, luminescence; zero percent = DMSO vehicle wells. activation, % at 2 µM. hit rate 1% among 190,000. AID 1276;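 active means activation above a set limit, based on mean plus 3 SD of controls, cut at about 140% in these data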; further: values of inactives mirror those of a sister screen read the other way
FLuc inhib CS = inhibits firefly luciferase, flagging false hits in luciferase inhibition screens; hit rate 1.5% among 200,000; inhibition, % at 10 µM; ATPLite firefly luciferase biochemical luminescence, 10 min; P08659;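 active means inhibition above about 50% when tested at 10 µM, limit read from the data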
Target sequence (P08659 whole entry, looked up): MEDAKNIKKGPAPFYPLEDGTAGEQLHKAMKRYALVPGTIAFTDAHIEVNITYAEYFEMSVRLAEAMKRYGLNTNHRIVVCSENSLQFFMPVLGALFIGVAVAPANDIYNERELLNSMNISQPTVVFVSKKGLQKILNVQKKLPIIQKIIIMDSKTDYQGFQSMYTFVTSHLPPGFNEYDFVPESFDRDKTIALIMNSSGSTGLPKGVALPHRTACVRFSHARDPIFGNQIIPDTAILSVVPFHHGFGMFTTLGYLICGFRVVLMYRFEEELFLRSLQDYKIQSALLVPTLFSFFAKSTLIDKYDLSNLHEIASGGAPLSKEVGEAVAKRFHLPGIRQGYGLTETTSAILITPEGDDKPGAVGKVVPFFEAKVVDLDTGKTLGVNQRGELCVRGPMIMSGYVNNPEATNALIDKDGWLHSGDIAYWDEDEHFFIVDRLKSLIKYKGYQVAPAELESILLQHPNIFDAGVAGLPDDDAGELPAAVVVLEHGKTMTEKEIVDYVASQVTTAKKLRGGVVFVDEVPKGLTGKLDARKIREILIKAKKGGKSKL
APP 5UTR inh = APP translation inhibition; inhibition, % at 2 µM; SH-SY5Y APP 5'UTR-luciferase reporter, luminescence; hit rate 0.82% among 190,000;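 active means inhibition above a set limit, derived from the sample mean plus 3 SD, cut at about 45% in these data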; further: values of inactives mirror those of a sister screen read the other way
FLuc act counter = affects firefly luciferase, flagging false hits in luciferase stimulation screens. P08659. ATPlite luciferase biochemical, luminescence, 10 min; 0 = ATP-free wells, 1 = DMSO control. activation factor at 10 µM. 200,000 tested, under 10 active. AID 1027;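 active means luciferase activation factor, scaled between plate controls, of at least 2 with compound at 10 µM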
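Material: luciferase plus luciferin reagent, cell-free. Medium: PBS buffer for ATP. Also added: ATP substrate, dispensed from a 10.24 µM working solution in PBS. Doses: test compounds dosed from 2 mM stocks in 100% DMSO. Incubation: 10 min post-reagent at room temperature. Technique: light output (luminescence). Read-out basis: luminescence gain marking luciferase activators.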
DTT redox prof = compounds producing H2O2 with reducing agent – biochemical, NIH compound library profiling, artefact control for MLSCN library redox annotation, primary screen; hit rate 0.03% among 200,000; activation, % at 10 µM; DTT-dependent redox cycling H2O2, phenol red/HRP absorbance; 100% = 100 µM peroxide control, 0% = buffer;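 active means activation of at least 50% relative to the plate's high and low controls in the primary single-dose screen; inactive means activation below 50%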;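 further: compound incubated with DTT at 0.8 mM final as the reducing agent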
Hsp70 activator = switches on Hsp70 transcription. activation, % at 10 µM. HeLa Hsp70 promoter luciferase reporter, luminescence; scaled: vehicle 0, proteasome-inhibitor control 100%. hit rate 0.04% among 200,000. AID 1203;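 active means activation above the mean across all tested compounds plus 3 SD, cutoff set per campaign, cut at about 5.5% in these data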;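 further: 100% = MG132 at 30 µM as the positive control and 0% = DMSO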
G6PDH CS = counter-screen for G6PDH assay hits: L. mesenteroides G6PDH inhibition | hit rate 0.12% among 200,000 | Purified L. mesenteroides G6PDH, diaphorase/resazurin coupled fluorescence, 45 min | inhibition, % at 5 µM; in the data active means inhibition above about 50%
STAT1 act = activators of IFN-gamma induced STAT1 signaling; hit rate 2.6% among 200,000; NIH 3T3 STAT1-luciferase reporter, luminescence; 100% = IFN-gamma alone, no compound; activation (% of control), % at 5.5 µM; AID 932;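 active means activation above the screen-wide mean activation plus 3 SD, cut at about 130% in these data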;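 further: raw ratio to IFN-gamma control signal so 100% means no change and 0% no light; values of inactives mirror those of a sister screen read the other way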
Numbers without * were called inactive; . = no result given.

#1 Cn1nnnc1SCc1csc(C2C(C#N)=C(N)OC3=C2C(=O)CCC3)c1 (stereo unspecified)
#2 O=C(O)c1cccc(NC(=S)NC(=O)c2ccncc2)c1
#3 Cc1ccc(C(=O)OCC(=O)NCCC2=CCCCC2)cc1N
#4 Cc1cccc(NC(=S)NC2CC3CCCC(C2)N3CC(C)C)c1 (stereo unspecified)
#5 Cc1ccc(S(=O)(=O)N2CCCCC2)cc1NC(=O)COC(=O)Cc1cccc(C(F)(F)F)c1
#6 CN(NC(=O)c1c(Cl)cccc1Cl)c1cccc(Cl)n1
#7 O=C(CC12CC3CC(CC(C3)C1)C2)NCCN1CCOCC1
#8 Cc1ccc(-c2csc3ncnc(SCC(=O)c4ccc5c(c4)OCCO5)c23)cc1

assay / compound	1	2	3	4	5	6	7	8
NF-kB expr up	0.94	1.28	1.13	1.02	1.04	1.32	0.99	0.83
HMGR II inh	-2.9	-8.8	-1.2	-2.8	-3.3	0.4	-9.4	-4.8
APP 5'UTR act	16.2	-59.7	4.1	9.0	-15.4	10.9	-4.1	0.6
FLuc inhib CS	0.1	-4.1	-3.4	-1.9	0.2	-10.3	-8.9	-7.3
APP 5UTR inh	-16.2	59.7*	-4.1	-9.0	15.4	-10.9	4.1	-0.6
FLuc act counter	1	1	1	1	1	1.1	1.1	1.1
DTT redox prof	-0.2	-2.2	-0.4	0.8	-0.8	0.1	0.3	1.7
Hsp70 activator	0.1	-0.1	-0.1	-0.2	-0.1	-0.2	-0.3	-0.3
G6PDH CS	0.0	-0.4	0.5	1.8	10.9	-2.6	15.7	3.6
STAT1 act	100.1	93.1	103.0	94.3	94.1	93.9	101.8	104.6

#9 Cc1cccc(N(Cc2ccccc2F)S(C)(=O)=O)c1
#10 CCOC(=O)N1CCN(C(=O)c2ccc3c(=O)n(-c4ccc(F)cc4)c(=S)[nH]c3c2)CC1
#11 COc1cccc(CNC(=O)CC2Sc3ccccc3NC2=O)c1 (stereo unspecified)
#12 Cc1noc(COc2ccccc2OCC(O)CNC(C)(C)C)n1 (stereo unspecified)
#13 Cc1cccc2c3nc4ccccc4nc3n(CCCN3C(=O)c4ccccc4C3=O)c12
#14 COC(=O)CSc1nnc(CNC(=O)c2ccc(OC)c(OC)c2)n1C
#15 O=c1c2c(-c3ccccc3)csc2nc2c3ccccc3c(NCCN3CCOCC3)nn12
#16 CSC(=O)CC(=O)NC(=O)c1ccccc1

assay / compound	9	10	11	12	13	14	15	16
NF-kB expr up	1.08	0.89	1.05	1.09	1.07	.	2.26	1.25
HMGR II inh	-3.9	3.1	2.6	-6.9	-1.7	-4.9	0.8	-8.0
APP 5'UTR act	-0.2	11.6	11.8	10.1	29.6	14.9	13.4	6.5
FLuc inhib CS	-10.7	-5.5	-5.5	-3.6	-5.5	-1.2	-0.4	-10.4
APP 5UTR inh	0.2	-11.6	-11.8	-10.1	-29.6	-14.9	-13.4	-6.5
FLuc act counter	1.1	1.1	1.1	1	1.1	1	1	1.1
DTT redox prof	0.1	0.1	-0.9	0.0	0.5	-1.5	0.5	0.9
Hsp70 activator	0.0	0.0	0.1	-0.5	0.1	0.1	-0.2	0.1
G6PDH CS	4.4	4.1	-0.7	5.6	-24.9	19.4	0.1	-15.2
STAT1 act	108.0	97.2	102.9	101.6	121.7	96.0	101.5	99.4

#17 O=C(O)CC12CC3CC(C1)CC(n1cncn1)(C3)C2
#18 CCOC(=O)C1=C(O)/C(=C\c2cc(C)n(-c3ccc(F)cc3)c2C)N=C1C
#19 O=C(CCCOc1ccc(Cl)cc1)Nc1nncs1
#20 CC1CCCCN1S(=O)(=O)c1ccc2c(c1)CCN2C(=O)CCC(=O)O (stereo unspecified)
#21 O=C(Nc1cccnc1)/C(N=Nc1ccc(Cl)c(C(F)(F)F)c1)=C(\O)c1ccccc1
#22 Cc1c(NP(=O)(Oc2ccccc2F)Oc2ccccc2F)c(=O)n(-c2ccccc2)n1C
#23 CCc1nc(SCc2ccc(F)cc2)[nH]c(=O)c1C#N
#24 O=C(NCc1cccnc1)C1CCC(CNS(=O)(=O)c2ccc(Cl)cc2)CC1 (stereo unspecified)

assay / compound	17	18	19	20	21	22	23	24
NF-kB expr up	1.18	0.99	1.08	1.06	1.16	1	1.32	0.98
HMGR II inh	-1.8	-0.7	2.2	-4.6	-3.4	4.6	-2.0	-4.8
APP 5'UTR act	5.0	-11.0	-0.1	12.7	-3.0	-14.1	-5.3	17.6
FLuc inhib CS	-1.8	-4.6	-2.9	-3.6	-0.8	-3.9	7.3	-2.9
APP 5UTR inh	-5.0	11.0	0.1	-12.7	3.0	14.1	5.3	-17.6
FLuc act counter	1	1	1	1	1	1	0.9	1
DTT redox prof	-0.3	-0.9	0.4	-0.9	0.0	-0.4	0.8	0.0
Hsp70 activator	0.1	0.3	0.1	-0.3	-0.4	0.3	-0.3	-0.5
G6PDH CS	1.1	4.4	1.8	2.4	-9.9	-2.1	11.1	-0.9
STAT1 act	97.5	103.4	100.4	100.1	101.8	107.1	101.5	90.7

#25 CC(=O)N1CCN(c2ccc(Oc3nnnn3-c3ccccc3)cc2)CC1
#26 O=C(NC1CCCCC1)C(c1ccco1)N(Cc1cccs1)C(=O)Cn1nnc2ccccc21 (stereo unspecified)
#27 CCc1ccccc1NC1c2ccccc2C(=O)N1c1cc(C)ccn1 (stereo unspecified)
#28 Cc1noc(C)c1COc1ccc(C(=O)NCC2CCCO2)cc1 (stereo unspecified)
#29 CC(C)OP(=O)(OC(C)C)C(NC(=O)c1cccc([N+](=O)[O-])c1)C(N)=O (stereo unspecified)
#30 Cc1cc(NC(=O)COC(=O)c2ccc(S(=O)(=O)N3CCCC3)cc2)no1
#31 CCC(C)NC(=O)c1nc2c(nnn2Cc2ccccc2Cl)c(=O)[nH]1 (stereo unspecified)
#32 N#Cc1c(N)nc(SCC(=O)NC2CCCCC2)c(C#N)c1-c1ccc(Cl)cc1

assay / compound	25	26	27	28	29	30	31	32
NF-kB expr up	0.96	.	0.96	1.14	1.08	1	1.19	0.88
HMGR II inh	-0.3	.	-6.8	0.7	-8.0	3.4	1.9	-1.0
APP 5'UTR act	-0.3	-13.5	51.5	-3.1	-0.7	8.3	-2.0	2.1
FLuc inhib CS	-5.5	0.9	-3.8	-1.8	-11.7	-5.2	0.9	-6.6
APP 5UTR inh	0.3	13.5	-51.5	3.1	0.7	-8.3	2.0	-2.1
FLuc act counter	1.1	1	1	1	1.1	1.1	1	1.1
DTT redox prof	-0.6	0.8	-0.1	-3.4	-0.1	-0.8	-0.4	-1.5
Hsp70 activator	0.0	-0.3	-0.1	-0.2	-0.5	-0.3	0.0	-0.4
G6PDH CS	5.4	0.0	-5.7	1.4	-0.5	-3.2	-0.5	1.7
STAT1 act	101.5	89.5	97.3	97.8	102.8	94.2	104.4	95.0

Molecules shown so far containing an NH in an aromatic ring (3):
#10 CCOC(=O)N1CCN(C(=O)c2ccc3c(=O)n(-c4ccc(F)cc4)c(=S)[nH]c3c2)CC1
#23 CCc1nc(SCc2ccc(F)cc2)[nH]c(=O)c1C#N
#31 CCC(C)NC(=O)c1nc2c(nnn2Cc2ccccc2Cl)c(=O)[nH]1 (stereo unspecified)

assay / compound	10	23	31
NF-kB expr up	0.89	1.32	1.19
HMGR II inh	3.1	-2.0	1.9
APP 5'UTR act	11.6	-5.3	-2.0
FLuc inhib CS	-5.5	7.3	0.9
APP 5UTR inh	-11.6	5.3	2.0
FLuc act counter	1.1	0.9	1
DTT redox prof	0.1	0.8	-0.4
Hsp70 activator	0.0	-0.3	0.0
G6PDH CS	4.1	11.1	-0.5
STAT1 act	97.2	101.5	104.4

Additional compounds:
#33 Nn1c(-c2ccccn2)nnc1-c1ccccn1
#34 Cc1cccc2cc(CN(Cc3ccco3)C(=O)c3ccncc3)c(=O)[nH]c12
#35 Cc1nc(SCC(=O)c2ccccc2)c(C#N)c(-c2ccco2)c1C(=O)NCc1ccco1
#36 C=CCOc1ccc(CNc2nccs2)cc1
#37 COc1ccc(NC(=O)CC2C(=O)N(c3ccc(F)cc3)C(=S)N2NC(=O)c2ccccc2)cc1 (stereo unspecified)
#38 CC(Sc1nncn1C)C(=O)Nc1nnc(-c2ccccc2)s1 (stereo unspecified)
#39 CC(C)NC(=O)c1ccccc1NC(=O)/C=C/c1ccc([N+](=O)[O-])cc1
#40 O=C(CN1/C(=C(/O)c2ccccc2)C(=O)c2ccccc2S1(=O)=O)c1ccccc1

assay / compound	33	34	35	36	37	38	39	40
NF-kB expr up	1.39	1.23	0.96	1.67	1.52	1.72	1.2	1.08
HMGR II inh	0.8	0.9	-0.9	-5.2	0.2	0.1	-3.1	0.7
APP 5'UTR act	19.9	-0.9	3.4	11.3	28.5	39.6	5.8	5.1
FLuc inhib CS	5.4	-2.2	2.5	24.3	1.6	22.9	-1.9	-5.5
APP 5UTR inh	-19.9	0.9	-3.4	-11.3	-28.5	-39.6	-5.8	-5.1
FLuc act counter	0.9	1	1	0.8	1	0.8	1	1.1
DTT redox prof	2.9	0.5	-0.9	-1.2	0.6	-0.9	2.3	-0.2
Hsp70 activator	0.0	-0.2	0.1	-0.1	-0.1	-0.3	-0.1	0.0
G6PDH CS	-12.3	-7.2	5.6	2.3	-8.3	-7.5	-2.1	-1.2
STAT1 act	124.6	106.6	102.8	106.7	117.1	108.8	100.1	91.3

Results in HMGR II inh, APP 5UTR inh and G6PDH CS, for 2 of the compounds above:
no. | molecule | HMGR II inh | APP 5UTR inh | G6PDH CS
39 | CC(C)NC(=O)c1ccccc1NC(=O)/C=C/c1ccc([N+](=O)[O-])cc1 | -3.1 | -5.8 | -2.1
40 | O=C(CN1/C(=C(/O)c2ccccc2)C(=O)c2ccccc2S1(=O)=O)c1ccccc1 | 0.7 | -5.1 | -1.2

(cont.)
#41 COc1cc2c3c(c1)C1(C(=O)N3C(C)(C)C=C2C)C(C#N)=C(N)Oc2cc(O)ccc21 (stereo unspecified)
#42 COC(=O)c1cc2oc3ccccc3c2n1CC(=O)N1CCCc2ccccc21
#43 CCOC(=O)C(C)n1nc(-c2ccccc2)c2ccccc2c1=O (stereo unspecified)
#44 O=C(/C=C/c1ccco1)Nc1ccc(N2CCCC2)cc1
#45 Cc1cc(C)c2cc(CN(Cc3nnnn3Cc3ccc(F)cc3)C3CCCC3)c(=O)[nH]c2c1
#46 Cc1ccc(C(=O)CC(=O)COc2ccc(Cl)cc2)cc1
#47 CCC(=NCCN1CCNCC1)C1=C(O)CC(C)(C)CC1=O
#48 COc1ccc2c(c1)c1nc3ccccc3nc1n2CCn1c(=O)oc2ccccc21
#49 COc1ccccc1/C=C/C=N/NC(=O)CCn1nnc2ccccc21

assay / compound	41	42	43	44	45	46	47	48	49
NF-kB expr up	0.88	1.31	0.91	1.11	1.17	0.83	1.28	0.45	0.84
HMGR II inh	-3.9	-7.3	-3.2	-1.0	-0.3	-1.7	3.1	-0.7	-0.3
APP 5'UTR act	-12.6	-4.7	5.0	121.0	-8.7	17.9	-6.3	-0.4	-12.8
FLuc inhib CS	-7.0	-9.0	0.6	45.8	-3.8	-1.5	1.1	-4.9	-0.3
APP 5UTR inh	12.6	4.7	-5.0	-121.0	8.7	-17.9	6.3	0.4	12.8
FLuc act counter	1.1	1.1	1	0.5	1	1	1	1	1
DTT redox prof	-1.7	0.7	-2.0	0.5	2.5	-0.2	-2.1	-4.1	0.4
Hsp70 activator	-0.2	0.0	-0.2	0.3	0.7	0.1	-0.2	-0.1	-0.2
G6PDH CS	-4.4	10.6	9.6	8.8	2.3	19.5	3.4	-33.8	-40.9
STAT1 act	96.6	101.3	89.4	158.5*	107.3	106.0	97.8	102.2	103.4
